Bioassay records: PubChem, several laboratories
RAM inhibit: inhibitors of the yeast RAM network, primary screen, dse1pr::URA3 reporter, 5-FOA selection | S. cerevisiae dse1pr::URA3 reporter, 5-FOA growth OD615, 2 d; analog-sensitive cbk1-as2 kinase mutant strain | AID 868, 2007 | inhibition, % at 50 µM | hit rate 1.8% among 190,000;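 active = inhibition above a set limit, 3 SD over mean compound inhibition, cut at about 8.4% in these data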;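 note: 0% = DMSO-only wells with no growth and 100% = 10 µM 1-NA-PP1 full growth; inhibition rescues growth on 5-FOA so higher OD means more RAM inhibition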
NF-kB neuron act: activators of NF-kB expression in neurons, primary screen, cell-based, HTS; human neuronal cells, NF-kB reporter expression; active compounds read high; fold change at 12.5 µM; hit rate 1.6% among 190,000; AID 1239, 2008; in the data active = fold change above about 3.3
STAT3 blocker: IL-6 driven STAT3 reporter inhibitors, primary screen, U3A cells, luciferase, luminescence, MLSCN library; IL-6 STAT3-luciferase reporter; host cell line lacks STAT1; inhibition, % at 5.5 µM; hit rate 0.89% among 190,000;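 active = inhibition above the mean inhibition across all screened compounds plus 3 SD, cut at about 44% in these data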;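 note: 0% = DMSO only wells and 100% = 100 µM nifuroxazide control wells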
APP 5'UTR act: activators of APP 5'UTR luciferase reporter, primary screen, SH-SY5Y cells | activation, % at 2 µM | SH-SY5Y APP 5'UTR luciferase reporter, luminescence; zero percent = DMSO vehicle wells | hit rate 1% among 190,000 | AID 1276, 2008;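 active = activation above a set limit, based on mean plus 3 SD of controls, cut at about 140% in these data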; note: values of inactives mirror those of a sister screen read the other way
STAT1 activator: STAT1 signaling activators, primary screen, cell-based, HTS, luciferase reporter; NIH 3T3 STAT1-luciferase reporter, IFN-gamma, luminescence; 100% = IFN-gamma alone, no compound; hit rate 2.6% among 200,000; AID 932, 2007; activation (% of control), % at 5.5 µM;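 active = activation above the screen-wide mean activation plus 3 SD, cut at about 130% in these data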;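 note: raw ratio to IFN-gamma control signal so 100% means no change and 0% no light; values of inactives mirror those of a sister screen read the other way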
APP transl inh: inhibitors of APP translation via 5'UTR reporter, primary screen, APP 5'UTR luciferase, SH-SY5Y cells; AID 1285, 2008; SH-SY5Y APP 5'UTR-luciferase reporter, luminescence; inhibition, % at 2 µM; hit rate 0.82% among 190,000;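 active = inhibition above a set limit, derived from the sample mean plus 3 SD, cut at about 45% in these data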; note: values of inactives mirror those of a sister screen read the other way
STAT1 inh: STAT1 signaling inhibitors, primary screen, cell-based, HTS, luciferase reporter | NIH 3T3 STAT1-luciferase reporter, IFN-gamma, luminescence | inhibition, % at 5.5 µM | hit rate 0.35% among 200,000;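 active = inhibition above a set limit, the mean inhibition across all tested compounds plus 3 SD, cut at about 34% in these data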;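 note: 0% = IFN-gamma with DMSO and 100% = IFN-gamma with 300 µM nifuroxazide; values of inactives mirror those of a sister screen read the other way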
STAT3 activator: IL-6 driven STAT3 reporter potentiators, primary screen, U3A cells, luciferase, luminescence, MLSCN library | IL-6 STAT3-luciferase reporter; 100% = signal with IL-6 EC80 alone | activation (% of control), % at 5.6 µM | hit rate 0.91% among 190,000;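 active = activation above the screen-wide mean of compound activation plus 3 SD, cut at about 130% in these data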;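 note: 0% = background luminescence of wells with medium and substrate only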
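system = STAT3-luciferase reporter U3A cells | reagent = IL-6 stimulus at 33 ng/mL final | timing = 1 h compound pre-exposure, 6 h IL-6 stimulation, 37 °C | measured by = luminescence | evaluation = % activation versus median of IL-6-stimulated wells | control set = IL-6-only wells as 100% reference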
FLuc inhib CS: firefly luciferase enzyme inhibitors, primary screen, artefact control for luciferase-based inhibitor screens, biochemical, luminescence, ATPLite; Luciferin 4-monooxygenase (Photinus pyralis), P08659; 10 min; inhibition, % at 10 µM; hit rate 1.5% among 200,000;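 active = inhibition above about 50% when tested at 10 µM, limit read from the data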
Target sequence (P08659 whole entry, looked up): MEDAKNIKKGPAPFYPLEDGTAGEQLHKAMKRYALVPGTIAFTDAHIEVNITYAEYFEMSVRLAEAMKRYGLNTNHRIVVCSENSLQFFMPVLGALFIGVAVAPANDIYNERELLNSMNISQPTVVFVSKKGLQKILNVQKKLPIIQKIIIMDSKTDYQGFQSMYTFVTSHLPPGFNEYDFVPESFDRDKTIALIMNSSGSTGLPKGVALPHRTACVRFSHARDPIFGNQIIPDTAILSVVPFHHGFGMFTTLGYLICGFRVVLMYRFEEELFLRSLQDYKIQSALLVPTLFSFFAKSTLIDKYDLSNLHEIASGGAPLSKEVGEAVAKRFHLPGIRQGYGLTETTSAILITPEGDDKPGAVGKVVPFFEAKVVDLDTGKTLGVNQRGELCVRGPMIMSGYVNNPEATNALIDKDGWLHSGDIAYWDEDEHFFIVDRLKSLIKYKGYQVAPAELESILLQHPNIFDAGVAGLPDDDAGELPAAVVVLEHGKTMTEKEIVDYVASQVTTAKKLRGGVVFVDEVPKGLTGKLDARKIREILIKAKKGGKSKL
Hsp70 activator: Hsp70 transcriptional activators, primary screen, cell-based, HeLa, Hsp70 promoter luciferase, luminescence, 10 µM; HeLa Hsp70 promoter luciferase reporter; scaled: vehicle 0, proteasome-inhibitor control 100%; activation, % at 10 µM; hit rate 0.04% among 200,000;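 active = activation above the mean across all tested compounds plus 3 SD, cutoff set per campaign, cut at about 5.5% in these data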;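 note: 100% = MG132 at 30 µM as the positive control and 0% = DMSO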
* marks the source's active call; other numbers are inactive results; x = no result given.

1) N#Cc1cc(C(=O)c2cc(Cl)ccc2O)cn(CC2CCCO2)c1=O (stereo unspecified)
2) Cc1ccccc1C(=O)N1CCC(C(=O)Nc2ccc(S(=O)(=O)N3CCCC3)cc2)CC1
3) Cc1ccccc1OCC(=O)NNC(=O)c1ccc(-c2ccccc2)cc1
4) C=CCOC(=O)C(C#N)c1nc2ccccc2nc1N1CCN(c2ccccc2OCC)CC1 (stereo unspecified)
5) Cc1cc(C)nc(SCC(=O)NN=C2CCCC2)n1
6) CCn1cc(C2=NOC(C(=O)Nc3ccccc3C(=O)OC)C2)c(C)n1 (stereo unspecified)

entry no.	1	2	3	4	5	6
STAT1 inh	12	1	-4	4	-9	7
STAT3 activator	92	97	100	98	106	101
RAM inhibit	0.4	1.9	2.3	3.0	0.8	2.2
FLuc inhib CS	0	-5	-3	-6	-8	-1
Hsp70 activator	-0.3	0.0	0.1	-0.6	-0.1	-0.5
STAT1 activator	89	99	98	96	107	93
STAT3 blocker	11	7	9	-2	-6	5
APP 5'UTR act	21	-10	3	24	-17	0
NF-kB neuron act	0.98	0.85	0.99	0.65	1.1	0.99
APP transl inh	-21	10	-3	-24	17	0

7) C=CCn1c(SCC(=O)NCCCC)nc2scc(-c3ccco3)c2c1=O
8) Brc1ccc(-c2noc(COc3ccc4c(c3)CCC4)n2)o1
9) CCOc1ccccc1Nc1nc2ccccc2n1C(C)C
10) Cc1ccc(-c2noc(CCC(=O)Nc3ccccc3C)n2)cc1
11) COc1cc2[nH]c(=S)nc(Nc3ccc(NC(C)=O)cc3)c2cc1OC
12) CCOCCCNC(=O)c1c[nH]c2ccc(C)cc2c1=O

entry no.	7	8	9	10	11	12
STAT1 inh	1	5	2	1	1	2
STAT3 activator	109	106	96	101	106	95
RAM inhibit	2.3	1.0	0.0	0.2	6.2	3.1
FLuc inhib CS	-5	-1	-4	-5	-8	0
Hsp70 activator	-0.1	-0.1	-0.2	-0.2	0.1	0.2
STAT1 activator	99	96	97	99	97	99
STAT3 blocker	-4	-7	11	1	-4	9
APP 5'UTR act	0	4	1	12	-4	-7
NF-kB neuron act	0.97	1.2	1	0.84	1	0.89
APP transl inh	0	-4	-1	-12	4	7

From compound 7 to 9, copied from above:
7) C=CCn1c(SCC(=O)NCCCC)nc2scc(-c3ccco3)c2c1=O
8) Brc1ccc(-c2noc(COc3ccc4c(c3)CCC4)n2)o1
9) CCOc1ccccc1Nc1nc2ccccc2n1C(C)C

entry no.	7	8	9
STAT1 inh	1	5	2
STAT3 activator	109	106	96
RAM inhibit	2.3	1.0	0.0
FLuc inhib CS	-5	-1	-4
Hsp70 activator	-0.1	-0.1	-0.2
STAT1 activator	99	96	97
STAT3 blocker	-4	-7	11
APP 5'UTR act	0	4	1
NF-kB neuron act	0.97	1.2	1
APP transl inh	0	-4	-1

(more compounds)
13) O=C(Nc1ccc2c(c1)OCCO2)c1cncc(Br)c1
14) CCc1nc2ccccc2c(=O)n1NC(=O)c1c(O)c2cccc3c2n(c1=O)CCC3
15) COc1cccc(Oc2nccc(N(C)C)c2C#N)c1
16) COc1ccc(NC(=O)c2cc(CC(C)C)on2)cc1OC
17) O=c1cc(-c2ccccc2)[nH]c2[nH]n(-c3ccccc3)c(=O)c12
18) COc1ccc(S(=O)(=O)N2CCCCC2)cc1NC(=S)Nc1cccc(Cl)c1C

entry no.	13	14	15	16	17	18
STAT1 inh	-26	3	-19	-2	-10	2
STAT3 activator	66	101	91	103	111	96
RAM inhibit	0.0	2.6	1.6	0.3	2.4	0.7
FLuc inhib CS	65*	-5	-3	4	1	-4
Hsp70 activator	-0.2	0.0	0.5	0.1	-0.5	-0.1
STAT1 activator	124	98	116	99	109	98
STAT3 blocker	42	5	15	-5	-7	8
APP 5'UTR act	157*	7	39	-1	6	-2
NF-kB neuron act	4.9*	0.86	1.8	1.4	0.92	1.1
APP transl inh	-157	-7	-39	2	-6	2

19) CCOC(=O)c1cccc(NC(=O)c2cnc3ccccc3n2)c1
20) CCCn1nc2cc(C(=O)NCC34CC5CC(CC(C5)C3)C4)ccc2c1OCC
21) C/C=C/CSc1nc2c(c(=O)[nH]c(=O)n2C)n1C(C)C
22) O=C(CSc1nnc(NC(=O)C2CCC2)s1)NC1CC1
23) CCCCN(C)C(=O)c1nc2ccccn2c1CN1CCN(C(=O)c2cccs2)CC1
24) Cc1ccc2c(c1C)NC(C)CC2C (stereo unspecified)

entry no.	19	20	21	22	23	24
STAT1 inh	-20	-5	-4	5	3	-1
STAT3 activator	84	105	109	97	101	106
RAM inhibit	1.9	5.7	-0.5	2.4	1.5	1.4
FLuc inhib CS	2	1	-6	-6	0	-2
Hsp70 activator	1.0	-0.4	-0.1	0.0	-0.1	-0.5
STAT1 activator	123	104	104	96	96	101
STAT3 blocker	20	2	-8	7	3	-2
APP 5'UTR act	14	-1	18	2	10	-6
NF-kB neuron act	1	1.2	1.2	1.1	0.91	0.95
APP transl inh	-14	1	-18	-2	-10	6

25) C/C(=N\NC(=O)c1nn(C)cc1Br)c1ccc(NC(=O)c2ccncc2)cc1
26) O=C(NCC(c1ccc(F)cc1)N1CCOCC1)c1ccc(Br)o1 (stereo unspecified)
27) Cc1ccnc2nc(C(=O)Nc3nccs3)nn12
28) CCCC(=O)c1c[nH]c(C(=O)NCc2cccnc2)c1
29) O=C(O)CCC(=O)Nc1ccc(Cc2ccc(NC(=O)CCC(=O)O)cc2)cc1
30) C=CCNC(=O)c1sc(SC)cc1-c1ccc(Cl)cc1

entry no.	25	26	27	28	29	30
STAT1 inh	-35	-3	-7	-4	2	3
STAT3 activator	104	100	96	103	100	108
RAM inhibit	1.9	1.0	2.0	2.3	2.5	0.7
FLuc inhib CS	-7	-7	-4	-2	-10	-4
Hsp70 activator	-0.3	-0.3	-0.1	-0.2	-0.2	-0.5
STAT1 activator	131*	103	107	102	99	97
STAT3 blocker	-7	6	11	3	1	-7
APP 5'UTR act	10	7	12	6	x	14
NF-kB neuron act	1.4	1.1	1.5	0.87	1	0.96
APP transl inh	-10	-7	-12	-6	x	-14

31) Nc1ccc(Cl)cc1/C(=N/O)c1ccccc1
32) Cc1c(C(=O)NCc2ccco2)cccc1[N+](=O)[O-]
33) CCC1(COC(NC(=O)c2cccnc2)(C(F)(F)F)C(F)(F)F)COC1
34) O=C(CCNS(=O)(=O)c1ccc(Cl)cc1)NCc1cccs1
35) Cc1ccc(CNC(=O)COC(=O)c2cnccn2)cc1
36) N#C/C(=C\c1ccc(OC(=O)c2ccc(Cl)s2)cc1)c1nc2ccccc2[nH]1

entry no.	31	32	33	34	35	36
STAT1 inh	10	4	7	1	6	-7
STAT3 activator	88	83	97	103	102	98
RAM inhibit	0.5	2.5	0.1	1.7	2.4	1.0
FLuc inhib CS	-8	-6	-2	2	-5	-1
Hsp70 activator	0.1	-0.4	-0.5	-0.2	-0.2	-0.4
STAT1 activator	92	97	93	99	95	106
STAT3 blocker	18	23	4	4	1	2
APP 5'UTR act	-5	8	8	-7	10	39
NF-kB neuron act	1.1	1.1	1.1	1.2	0.87	1.1
APP transl inh	5	-8	-8	7	-10	-39

37) O=C(Nc1ccccc1)c1ccc2nc(-c3ccco3)c(-c3ccco3)nc2c1
38) Clc1cccc(-c2nc(NCC3CCCO3)c3ccccc3n2)c1 (stereo unspecified)
39) O=C(NC1CCCCCC1)c1ccc2nc3cc(Cl)ccc3c(=O)n2c1
40) COc1ccc(/C(O)=C2/C(=O)C(=O)N(CC3CCCO3)C2c2ccc(O)c(OC)c2)cc1 (stereo unspecified)
41) CC(OC(=O)C1CCN(S(=O)(=O)c2ccc(Cl)cc2)CC1)C(=O)N1CCc2ccccc21 (stereo unspecified)
42) CCC(Sc1nc(=O)cc(N)n1-c1ccccc1)C(=O)Nc1cc(C)on1 (stereo unspecified)

entry no.	37	38	39	40	41	42
STAT1 inh	3	0	1	5	-2	-5
STAT3 activator	90	90	94	94	107	104
RAM inhibit	3.0	2.4	4.2	6.8	6.6	-0.5
FLuc inhib CS	3	-5	-2	-2	-9	-3
Hsp70 activator	0.6	0.1	0.0	-0.1	-0.2	-0.1
STAT1 activator	97	99	98	95	102	104
STAT3 blocker	14	16	8	14	-5	-4
APP 5'UTR act	-14	-11	8	30	19	-13
NF-kB neuron act	0.51	0.91	1.2	0.99	0.92	1.1
APP transl inh	14	11	-8	-30	-19	13

43) COc1cc(N=c2ssnc2Cl)c(OC)cc1Cl
44) COc1ccc(C(=O)N=c2sc3ccccc3n2C)cc1
45) Nc1ccc(N2CCN(c3ccc(F)cc3)CC2)cc1
46) COc1ccc(C)cc1NC(=O)C(Sc1nnc(Nc2cc(C)ccc2OC)s1)c1ccccc1 (stereo unspecified)
47) COc1ncccc1-c1nnn(-c2ccc(F)cc2)n1
48) COc1ccc(NC(=O)COc2ccc(C(=O)NC3CCCc4ccccc43)cc2OC)cc1 (stereo unspecified)
49) CN(Cc1ccccc1)Cc1c[nH]c2ccccc12

entry no.	43	44	45	46	47	48	49
STAT1 inh	-7	-46	3	0	-57	-2	-2
STAT3 activator	95	134*	78	110	x	103	158*
RAM inhibit	-1.2	4.0	0.9	8.5*	2.2	5.1	1.2
FLuc inhib CS	-2	69*	-8	-7	51*	-7	-6
Hsp70 activator	-0.1	0.2	0.0	-0.1	0.4	-0.2	-0.3
STAT1 activator	106	141*	96	100	155*	102	102
STAT3 blocker	9	-40	30	-2	x	-2	-64
APP 5'UTR act	-22	163*	-10	-1	106	-2	5
NF-kB neuron act	1.2	8.1*	3	0.82	3.8*	0.81	1.1
APP transl inh	22	-163	10	1	-106	2	-5

Hits appear at their usual frequency; about 7.7% have a hit in one of these screens.
